# From PubChem BioAssay
# AddAB inh – less growth of phage-infected E. coli with AddAB; inhibition, % at 11.9 µM; E. coli expressing H. pylori AddAB, absorbance growth; actives 0.29% (n = 330,000); AID 435030; in the data active = inhibition above about 12%;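 also: 0% = vehicle wells of infected cells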
# SR-BI uptake up – SR-BI HDL lipid transfer activation | CHO ldlA[mSR-BI] cells, DiI-HDL uptake fluorescence, 3 h; 100 = double the neutral-control signal | activation, % at 12.5 µM | actives 0.096% (n = 320,000) | AID 504775;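 active = mean replicate activation of at least 60% and every replicate at or above 60%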;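 also: 0% = median plate neutral-control signal and 100% = twice that signal; values of inactives mirror those of a sister screen read the other way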
#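 Material – SR-BI-overexpressing, LDLR-lacking CHO cells · Medium – BSA-supplemented, HEPES-buffered Ham's F12, pH 7.4 · Doses – single concentration · Times – compound with DiI-HDL co-incubation, 3 h at 37 °C · Measured by – bottom-read fluorescence, 550/595 nm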
# phage Ecoli inh – E. coli growth loss with phage present; actives 0.26% (n = 360,000); growth absorbance; inhibition, % at 11.9 µM; AID 651602; in the data active = inhibition above about 11%
# CAL PDZ FP-1 – blocks peptide binding to human CAL PDZ domain; Q9HD26; purified CAL PDZ, TMR-peptide fluorescence polarization, 1 h; inhibition, % at 20 µM; actives 0.02% (n = 330,000); AID 504414;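 active = highest replicate inhibition of at least 40%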;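 also: plate controls were DMSO neutral control wells for no effect and unlabeled competitor peptide control wells for full effect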
#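 Read-out basis: mP drop reported as inhibition | Assay system: Tagged CAL PDZ protein CerCALP, purified | Benchmarks: Unlabelled peptide for full inhibition, DMSO wells as neutral | Schedule: 1 h incubation at room temperature before polarization reading | Buffer or medium: Sodium phosphate/NaCl buffer pH 7.4 with TCEP, IgG, Thesit | Doses: Single point, 20 µM | Measured by: Fluorescence polarization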
# Tat export inh – E. coli Tat transport inhibition. actives 0.036% (n = 340,000). E. coli MC4100 TorA-mCherry Tat export, fluorescence. inhibition, % at 10 µM;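 active = mean replicate inhibition at least 50% and at least half of replicates individually reaching 50%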;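 also: exported cargo escapes ClpAP degradation while cytoplasmic cargo is degraded and loses fluorescence; 0% = median of neutral control wells and 100% = median of NaSCN control wells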
# SR-BI DiI inh – mouse SR-BI HDL lipid transfer inhibition; Q61009; ldlA[mSR-BI] CHO cells, DiI-HDL uptake fluorescence, 3 h; inhibition, % at 12.5 µM; actives 0.96% (n = 320,000); AID 488896;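 active = mean replicate inhibition of at least 70% and a set share of replicates each scoring 70 or more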;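 also: 0% = median of neutral control wells and 100% = median of positive control wells; values of inactives mirror those of a sister screen read the other way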
# Target sequence (Q61009 whole entry, looked up): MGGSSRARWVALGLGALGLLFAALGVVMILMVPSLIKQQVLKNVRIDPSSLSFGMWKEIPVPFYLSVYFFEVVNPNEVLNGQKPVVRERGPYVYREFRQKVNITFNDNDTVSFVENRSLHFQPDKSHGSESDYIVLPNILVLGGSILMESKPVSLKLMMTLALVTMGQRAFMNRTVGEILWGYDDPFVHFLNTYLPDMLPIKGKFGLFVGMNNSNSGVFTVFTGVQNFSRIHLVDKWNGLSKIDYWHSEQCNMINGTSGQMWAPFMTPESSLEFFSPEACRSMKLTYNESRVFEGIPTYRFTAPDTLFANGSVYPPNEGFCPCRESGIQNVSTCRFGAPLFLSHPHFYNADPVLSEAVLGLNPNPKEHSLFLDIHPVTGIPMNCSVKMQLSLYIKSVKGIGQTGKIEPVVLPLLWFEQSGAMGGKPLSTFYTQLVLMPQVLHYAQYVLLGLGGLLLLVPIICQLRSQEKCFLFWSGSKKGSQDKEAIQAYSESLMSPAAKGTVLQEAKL
# CAL PDZ FP-2 – blocks peptide binding to the human CAL PDZ domain; AID 602252; purified CAL PDZ, TMR-peptide fluorescence polarization, 1 h; actives 0.92% (n = 300,000); inhibition, % at 24.9 µM;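 active = mean inhibition of at least 30% with at least half of replicates also reaching 30%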;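 also: 0% = DMSO neutral control and 100% = excess unlabeled competitor peptide PRC23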
# MITF TRPM1 HTS – increases MITF-driven TRPM1 promoter luciferase signal; SK-MEL-5 TRPM1-promoter luciferase, 24 h; % of positive control, neutral wells = 0; activation, % at 12.5 µM; actives 0.75% (n = 300,000); AID 588334;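 active = mean activation of at least 80% with every replicate also reaching 80%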;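 also: 0% = neutral control wells and 100% = parthenolide positive control wells; values of inactives mirror those of a sister screen read the other way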
# Wnt bcat act – activates Wnt/beta-catenin signaling in a reporter cell assay. activator, plate reader. activation, % at 9.35 µM. actives 1.2% (n = 300,000); in the data active = activation above about 30%, passing the limit was not always enough;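 also: 0% = neutral control wells and 100% = positive control wells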
# E coli growth – bacterial growth inhibition, counter-screen for AddAB inhibitors | E. coli V3065 growth, OD600 absorbance, 18 h | inhibition, % at 11.9 µM | actives 0.27% (n = 330,000);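 active = inhibition above the campaign's mean inhibition across all tested compounds plus 3 SD, cut at about 9.9% in these data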;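 also: uninfected addAB+ strain grown without phage in ampicillin broth; 0% = DMSO wells and 100% = ciprofloxacin 0.95 µg/ml wells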
# Active calls of the source: *; . = no result given.
1	O=C(CSc1nc2c(c(C(F)(F)F)n1)CCc1ccccc1-2)NCc1ccco1
2	Cc1noc(C)c1S(=O)(=O)N1CCCC1C(=O)NC(C)(C)C (stereo not drawn)
3	Cc1c(C(=O)N/N=C/c2ccc(Cl)cc2)[nH]c2ccc(Cl)cc12
4	O=C(Nc1ccc(-c2cscn2)cc1)C1CCCN(Cc2ccccc2)C1 (stereo not drawn)
5	COc1ccc(C(C)(C)C)cc1NC(=O)CCc1c(C)noc1C
6	Cn1c(=O)c2sccc2n2c(CCCC(=O)NCc3ccc(F)cc3)nnc12
7	CC(C)N(C(=O)[C@H]1C[C@H](CC(=O)NCCC2=CCCCC2)C(=O)N2CCc3c([nH]c4ccc(Cl)cc34)[C@]12C)C(C)C
8	CC(C)n1c(SCC(=O)Nc2ccccc2)nc2c1c(=O)n(C)c(=O)n2C

assay / entry	1	2	3	4	5	6	7	8
AddAB inh	-0.2	0.4	3.0	2.9	-1.6	3.4	-2.2	0.4
SR-BI uptake up	-46	0	-21	-10	-15	21	-24	3
phage Ecoli inh	-0.6	0.4	2.4	4.0	-1.1	0.8	1.6	3.5
CAL PDZ FP-1	0.5	-2.1	-2.6	-1.6	-0.1	-3.8	2.5	-5.4
Tat export inh	1	-5	-10	3	-5	10	-7	10
SR-BI DiI inh	46	0	21	10	15	-21	24	-3
CAL PDZ FP-2	-2	-2	-4	.	.	-5	5	-6
MITF TRPM1 HTS	-1	-6	-12	10	-8	-3	-23	2
Wnt bcat act	.	1	-25	0	-5	0	-1	.
E coli growth	-1.2	2.7	-0.7	-0.2	0.0	1.8	-0.5	-0.4

9	Cc1cc(C)nc(NS(=O)(=O)c2ccccc2)n1
10	CC(=O)Nc1ccc(C(O)(C(F)(F)F)C(F)(F)F)cc1
11	CCOC(=O)C(=O)Cc1cccnn1
12	Cc1ccc(SCC(=O)OCC(=O)NCCc2ccc(S(N)(=O)=O)cc2)c(C)c1
13	COc1ccc(C(=O)NCCS(=O)(=O)NCc2ccccc2)cc1
14	CCCCNC(=O)OCC(CC)NC(=O)OCC(C)C (stereo not drawn)
15	O=C(OCn1nnc2ccccc2c1=O)c1cc2ccccc2o1
16	FC(F)(F)c1nc(NCc2cccnc2)c2ccccc2n1

assay / entry	9	10	11	12	13	14	15	16
AddAB inh	0.8	3.4	.	1.2	2.0	-0.1	1.8	2.5
SR-BI uptake up	5	5	4	2	24	3	26	11
phage Ecoli inh	0.5	1.8	0.9	2.5	4.3	2.9	1.8	0.4
CAL PDZ FP-1	-0.2	-1.0	-0.3	-0.7	-2.6	-1.8	-1.7	-0.5
Tat export inh	-5	-15	7	-4	5	5	-10	-10
SR-BI DiI inh	-5	-5	-4	-2	-24	-3	-26	-11
CAL PDZ FP-2	-2	2	.	-5	-3	-1	0	-3
MITF TRPM1 HTS	-10	-10	-3	7	-2	.	-13	.
Wnt bcat act	.	0	1	-2	-3	.	0	-4
E coli growth	0.2	-2.5	.	1.0	1.0	0.8	0.9	0.9

17	CC1(C)NC(=O)N(CCOc2cccc(Oc3ccccc3)c2)C1=O
18	O=C(c1ccccc1)C1CCN(CC(=O)N2CCN(c3ccccc3)CC2)CC1
19	O=C(O)C(Cc1c[nH]c2ccccc12)NS(=O)(=O)c1ccc(Cl)c(C(F)(F)F)c1 (stereo not drawn)
20	CCOC(=O)CSc1nnc([C@@H](NC(=O)OC(C)(C)C)C(C)C)o1
21	Cc1ccccc1NC(=O)C1CCCN(C(=O)Nc2ccc(F)cc2)C1 (stereo not drawn)
22	Cc1nc2ccccc2c2oc(C(=O)NCCN3CCN(C)CC3)cc12
23	CCOC(=O)C1(Cc2ccc(OC)cc2)CCN(C(=O)c2ccc3[nH]ccc3c2)CC1
24	O=c1[nH]cc(C(F)(F)F)cc1NS(=O)(=O)c1ccc([N+](=O)[O-])cc1

assay / entry	17	18	19	20	21	22	23	24
AddAB inh	1.4	-3.3	0.9	2.9	1.0	7.0	4.8	1.4
SR-BI uptake up	4	-4	6	1	.	15	.	4
phage Ecoli inh	2.8	4.3	-3.0	1.4	0.6	1.5	2.0	3.1
CAL PDZ FP-1	-0.3	-1.6	.	1.3	-1.9	0.2	-1.7	-2.4
Tat export inh	-6	1	5	-10	-8	1	2	1
SR-BI DiI inh	-4	4	-6	-1	.	-15	.	-4
CAL PDZ FP-2	3	0	5	-3	-2	.	.	0
MITF TRPM1 HTS	11	0	2	12	-4	4	-10	-3
Wnt bcat act	-2	-2	-1	0	1	-1	-1	-1
E coli growth	-2.1	-2.5	4.2	1.2	-2.0	-1.4	-0.9	1.1

25	CC(=O)N1CCCN(C(=O)c2ccc3nc(Cc4ccccc4F)oc3c2)CC1
26	CC(=O)NC1=C(N(C)C2CCS(=O)(=O)C2)C(=O)c2ccccc2C1=O (stereo not drawn)
27	C=C(C)C(=O)N1CC2(CC(c3cccc(NC(=O)/C=C\C)c3)=NO2)C[C@H]1C(N)=O (stereo partly drawn)
28	S=c1nc(-c2ccccc2)[nH]n1-c1ccccc1
29	CCOC(=O)N1CCC(NC(=O)C2CCN(c3ccc(N4CCOCC4)nn3)CC2)CC1
30	CCCC(=O)Nc1sc(C(=O)OC)c(C)c1C(N)=O
31	CCCCCN(C(=O)CCC(=O)OCCOc1ccccc1Cl)c1c(N)n(CCCC)c(=O)[nH]c1=O
32	CCCCCC(=O)Nc1nc(C)c(-c2csc(Nc3ccccc3OCC)n2)s1

assay / entry	25	26	27	28	29	30	31	32
AddAB inh	0.8	-1.2	2.0	-0.8	3.8	3.6	0.7	1.1
SR-BI uptake up	22	9	-52	38	11	21	-31	-64
phage Ecoli inh	1.2	1.7	3.5	2.8	.	-2.0	4.6	4.8
CAL PDZ FP-1	14	-1.6	-0.7	-2.4	1.2	-2.9	-7.0	0.4
Tat export inh	0	-3	-3	2	1	4	6	3
SR-BI DiI inh	-22	-9	52	-38	-11	-21	31	64
CAL PDZ FP-2	-3	0	0	-1	8	-3	-14	1
MITF TRPM1 HTS	2	-64	12	1	10	8	-8	13
Wnt bcat act	18	-12	1	8	.	-4	-4	-9
E coli growth	-0.8	-1.4	-1.4	-3.7	1.3	-0.8	1.5	-0.7

33	Cc1ccc(NC(=O)CCc2c(C)nn(-c3ccc(N4CCOCC4)nn3)c2C)cc1C
34	CN(C)c1ccc(C(=O)c2ccccc2C(=O)O)cc1[N+](=O)[O-]
35	COc1cccc(OCc2nc(-c3ccc(Br)o3)no2)c1
36	COc1ccc(OC)c(-c2nc(C)sc2CC(=O)O)c1
37	Cc1cccc(C)c1NC(=O)CN(C)C(=O)c1ccc(-n2cncn2)c([N+](=O)[O-])c1
38	COc1cccc(/C=N/NC(=O)Cn2nc([N+](=O)[O-])cc2C)c1
39	COc1ccccc1C(=O)Nc1c2c(nn1-c1ccc([N+](=O)[O-])cc1)CS(=O)(=O)C2
40	COc1c(N2CCN(C(=S)NC3CC4CCC3C4)C(C)C2)c(F)cc2c(=O)c(C(=O)O)cn(C3CC3)c12 (stereo not drawn)

assay / entry	33	34	35	36	37	38	39	40
AddAB inh	3.4	2.8	0.4	1.3	0.2	2.8	1.9	99*
SR-BI uptake up	-79	8	14	41	24	-13	27	.
phage Ecoli inh	3.6	5.0	-0.5	-0.9	0.9	3.3	2.3	99*
CAL PDZ FP-1	-4.5	-1.4	-4.5	-0.1	-3.3	-0.5	-0.3	-2.1
Tat export inh	-2	-3	-2	-6	-8	-2	-3	64*
SR-BI DiI inh	79*	-8	-14	-41	-24	13	-27	.
CAL PDZ FP-2	-7	.	-5	-1	-6	-10	1	-1
MITF TRPM1 HTS	8	0	18	1	8	.	10	-4
Wnt bcat act	4	1	1	-2	1	2	-1	-2
E coli growth	-1.7	-0.8	0.4	2.2	1.2	1.1	1.0	99*

# Look-ups from the results shown:
# For Tat export inh, `Cc1cccc(C)c1NC(=O)CN(C)C(=O)c1ccc(-n2cncn2)c([N+](=O)[O-])c1` is entered as -8
# For SR-BI uptake up, `Cc1ccc(NC(=O)CCc2c(C)nn(-c3ccc(N4CCOCC4)nn3)c2C)cc1C` is entered as -79

# Next section.
41	CCN(c1ccccc1)S(=O)(=O)c1ccc(Oc2ccc(-n3ccnc3)cc2)nc1
42	CCN1C(=O)C(=O)N(CC(=O)c2cc(C)n(C3CC3)c2C)C1=O
43	COc1ccc(-c2nnc(SCC(=O)NC(C)C)n2CC2CCCO2)cc1OC (stereo not drawn)
44	O=[N+]([O-])c1cc([N+](=O)[O-])c2cccnc2c1O
45	CC1(C)CC(NC(=O)c2cc(Cl)ccc2Cl)CC(C)(C)N1
46	Cn1c(CO)cnc1SCc1ccc([N+](=O)[O-])cc1
47	COc1ccccc1NS(=O)(=O)c1cccc(C(=O)NCC(c2ccccc2OC)N2CCCC2)c1 (stereo not drawn)
48	COCCNC(=O)COC(=O)/C=C/c1cnc2ccccc2n1

assay / entry	41	42	43	44	45	46	47	48
AddAB inh	0.2	-0.1	2.6	0.0	3.2	2.8	1.9	3.2
SR-BI uptake up	-29	-10	-4	.	1	-2	-11	13
phage Ecoli inh	2.0	0.8	1.4	-3.0	3.3	1.4	0.5	1.6
CAL PDZ FP-1	-1.9	-0.5	-2.0	.	3.3	-2.0	-2.8	-0.2
Tat export inh	-1	-5	-5	.	-3	-1	-3	-6
SR-BI DiI inh	29	10	4	.	-1	2	11	-13
CAL PDZ FP-2	4	9	0	.	30	.	-4	2
MITF TRPM1 HTS	.	46	8	.	-10	1	20	12
Wnt bcat act	.	-2	-1	2	3	.	3	.
E coli growth	-0.8	1.2	-0.6	-6.0	-0.9	0.4	-2.7	1.7

49	COc1ccc(NC(=O)/C(N=Nc2cccc(S(=O)(=O)Nc3ccc(SC(F)F)cc3)c2)=C(\C)O)cc1
50	CC1CN(C(=O)Nc2ccc(Br)cc2Cl)CC(C)O1 (stereo not drawn)
51	CCNc1nc(NCC)n2c(SCC(=O)NCC3CCCCC3)nnc2n1
52	O=C(c1sc2ccccc2c1Cl)N1CCN(c2ccccn2)CC1
53	Cc1cccc(-c2nnc(SCC(=O)O)n2Cc2ccccc2)c1
54	Cc1ccnc(NS(=O)(=O)c2cc(-c3cc(C)no3)ccc2C(C)C)c1
55	O=C1c2cccnc2C(=O)N1Cc1ccc(S(=O)(=O)N2CCN(c3ccc(Cl)cc3)CC2)cc1

assay / entry	49	50	51	52	53	54	55
AddAB inh	.	3.9	5.3	3.7	3.0	-0.6	2.2
SR-BI uptake up	19	19	30	28	17	15	6
phage Ecoli inh	2.5	3.0	4.8	2.8	2.9	1.3	1.1
CAL PDZ FP-1	-2.0	-0.3	-2.0	-2.4	.	-1.4	-1.3
Tat export inh	-2	1	3	2	-5	-7	-3
SR-BI DiI inh	-19	-19	-30	-28	-17	-15	-6
CAL PDZ FP-2	.	.	1	-2	-7	-5	-2
MITF TRPM1 HTS	-8	-3	-4	-2	6	11	-22
Wnt bcat act	-3	-1	-10	-2	1	1	2
E coli growth	.	2.1	2.1	2.4	0.1	-1.2	-2.8

# Values in list order from the list:
# phage Ecoli inh, nos. 49 to 55: 2.5, 3.0, 4.8, 2.8, 2.9, 1.3, 1.1
# Tat export inh, nos. 49 to 55: -2, 1, 3, 2, -5, -7, -3
